SR-BI DiI-HDL act = activators of SR-BI mediated DiI-HDL uptake, primary screen, ldlA[mSR-BI] CHO cells, DiI fluorescence; 3 h; 100 = double the neutral-control signal; activation, % at 12.5 µM; hit rate 0.096% among 320,000; AID 504775, 2011;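 active means mean replicate activation of at least 60% and every replicate at or above 60%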;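 further: 0% = median plate neutral-control signal and 100% = twice that signal; values of inactives mirror those of a sister screen read the other way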
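Test system: SR-BI-overexpressing, LDLR-lacking CHO cells. Measured by: DiI fluorescence, bottom read. Medium: Ham's F12 with 0.5% BSA, HEPES 25 mM, pH 7.4. Timing: 3 h uptake period with compound, 37 °C.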
C-LANA FP = inhibitors of KSHV C-LANA binding to DNA, primary screen, biochemical, fluorescence polarization, FAM-LBS DNA, MBP-C-LANA, single point. AID 504423, 2011. hit rate 0.078% among 340,000. Kaposi's sarcoma herpesvirus LANA C-terminal domain (residues 932-1162) DNA binding. inhibition, % at 9 µM;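 active means highest replicate inhibition at or above 60% at 9 µM, even if other replicates fall short; inactive means all replicates below 60% inhibition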;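 further: 0% = neutral control wells and 100% = 4 µM acridine orange control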
Arr AP2 block = inhibitors of beta-arrestin/AP2 binding, primary screen, biochemical, GPCR trafficking, flow cytometry; beta-arrestin 1 C-terminal peptide binding to AP2 beta2-adaptin appendage (human); FITC-arrestin peptide / GST-AP2 beads; AP2 beta2 appendage carries R879A mutation; inhibition, % at 10 µM; hit rate 0.31% among 340,000;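 active means inhibition above a set limit, near 3 SD of compounds lacking own fluorescence, cut at about 54% in these data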;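 further: plate controls were DMSO wells for no effect and 5 µM unlabelled arrestin peptide for full effect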
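Assay system: GST-AP2 R879A bound to glutathione beads, E. coli-expressed; Medium: PBS with 0.05% Tween 20 and 0.1% BSA; Also added: fluorescein-tagged arrestin peptide at 50 nM final; Timing: 12 min plus 1 h, RT; Measured by: flow cytometry, FL1 (488/535 nm); Evaluation: percent drop in bead-associated FITC signal.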
DAGLB inhibitor = DAGLB lipase inhibitors, primary screen, biochemical, fluorescence, HTS; hit rate 0.059% among 340,000; HEK293T DAGLB membrane lysate, EnzChek fluorogenic substrate; inhibition, % at 5.17 µM; Diacylglycerol lipase-beta (Homo sapiens), Q8NCG7; in the data active means inhibition above about 34%;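 further: 0% = enzyme with vehicle and 100% = wells lacking enzyme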
Target sequence (Q8NCG7 whole entry, looked up): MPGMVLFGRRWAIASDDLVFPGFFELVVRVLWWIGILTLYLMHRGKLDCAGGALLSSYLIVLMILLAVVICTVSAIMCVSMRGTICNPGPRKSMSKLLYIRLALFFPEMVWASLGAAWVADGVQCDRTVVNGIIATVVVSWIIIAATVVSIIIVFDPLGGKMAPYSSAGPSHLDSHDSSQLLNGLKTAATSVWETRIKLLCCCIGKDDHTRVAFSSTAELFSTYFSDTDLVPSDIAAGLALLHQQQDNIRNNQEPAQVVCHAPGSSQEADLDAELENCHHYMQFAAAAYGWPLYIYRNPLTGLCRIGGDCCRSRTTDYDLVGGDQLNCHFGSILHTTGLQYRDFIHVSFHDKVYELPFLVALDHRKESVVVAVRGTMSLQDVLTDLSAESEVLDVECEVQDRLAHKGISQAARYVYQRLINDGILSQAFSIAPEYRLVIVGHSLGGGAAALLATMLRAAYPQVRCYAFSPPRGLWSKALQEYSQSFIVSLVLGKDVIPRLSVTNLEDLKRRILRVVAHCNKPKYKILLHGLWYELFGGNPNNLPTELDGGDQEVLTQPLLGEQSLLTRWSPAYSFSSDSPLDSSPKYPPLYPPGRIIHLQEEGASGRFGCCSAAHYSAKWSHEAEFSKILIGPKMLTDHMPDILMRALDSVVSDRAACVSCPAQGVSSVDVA
NSD2 HMT inh = NSD2 histone methyltransferase inhibitors, primary screen, biochemical, AlphaScreen, single concentration, set 2. hit rate 0.54% among 310,000. Histone-lysine N-methyltransferase NSD2 (Homo sapiens), O96028. inhibition, % at 12.5 µM. NSD2 peptide methylation, 120 min. AID 743445, 2014; in the data active means inhibition above about 50%
Keap1-Nrf2 PPI = Keap1-Nrf2 protein-protein interaction inhibitors, primary screen, biochemical, fluorescence polarization, single point. Keap1 Kelch-Nrf2 peptide fluorescence polarization, 1536-well. inhibition, % at 9.4 µM. hit rate 0.15% among 340,000. AID 504523, 2011; in the data active means inhibition above about 12%;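 further: human Keap1 Kelch domain with fluorescein labeled Nrf2 9mer peptide probe; 0% = neutral control wells and 100% = peptide positive control; higher means more block of Keap1 binding to Nrf2 peptide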
Cardiac RTF inh = cardiac RTF calcium sensitivity inhibitors, primary screen, biochemical, IANBD-TnC fluorescence, EC70 calcium. Troponin I, cardiac muscle (Homo sapiens) + Troponin T, cardiac muscle (Homo sapiens) + …. hit rate 0.12% among 340,000. inhibition, % at 7.15 µM. IANBD-labeled cardiac RTF, Ca2+ fluorescence;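 active means inhibition above the mean inhibition of all tested compounds plus 3 SD, cut at about 17% in these data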;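 further: assay run at fixed EC70 calcium of 1.6 mM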
PKA-R2B activ = activators of PKA-R2B holoenzyme, primary screen, biochemical, fluorescence polarization, Cy5-IP20, human. hit rate 0.079% among 340,000. activation, % at 11.4 µM. PKA-R2B holoenzyme dissociation; R2B truncated from residue 108, S112A mutant; 0% DMSO only, 100% 113 µM cGMP. cAMP-dependent protein kinase catalytic subunit beta (Homo sapiens) + cAMP-dependent …;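 active means activation above a cutoff set at the mean over all compounds plus 3 SD, cut at about 18% in these data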;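 further: higher means more holoenzyme dissociation and a rise in polarization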
SR-BI DiI inh = inhibitors of SR-BI mediated HDL lipid uptake, primary screen, ldlA[mSR-BI] cells, fluorescence, single point. Scavenger receptor class B member 1 (Mus musculus), Q61009. ldlA[mSR-BI] CHO cells, DiI-HDL uptake fluorescence, 3 h. inhibition, % at 12.5 µM. hit rate 0.96% among 320,000. AID 488896, 2010;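 active means mean replicate inhibition of at least 70% and a set share of replicates each scoring 70 or more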;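 further: 0% = median of neutral control wells and 100% = median of positive control wells; values of inactives mirror those of a sister screen read the other way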
PvdQ acylase = P. aeruginosa PvdQ acylase inhibitors, primary screen, biochemical, fluorescence, plate reader and imaging, single point | PvdQ acylase [Pseudomonas aeruginosa LESB58] | purified PvdQ acylase | inhibition, % at 10 µM | hit rate 0.063% among 340,000; in the data active means inhibition above about 30%, passing the limit was not always enough;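 further: 0% = vehicle neutral wells and 100% = reference inhibitor wells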
Starred values were filed as active, the others as inactive; x = not tested or not shown.

[1] Nn1c(CSc2nc3ccccc3o2)nnc1CSc1nc2ccccc2o1
[2] C/C(=N\N=c1/sc2ccccc2n1C)c1ccccn1
[3] COc1cc(Cl)c(C)cc1NC(C)C(=O)Nc1cc(C(F)(F)F)ccc1N1CCOCC1 (configuration not stated)
[4] Cc1nc2ccccc2c2oc(C(=O)NCc3ccccn3)cc12
[5] O=C(NCCCN1CCOCC1)c1ccc2c(=O)n(CCc3ccccc3)c(=O)[nH]c2c1
[6] C#Cc1ccc(CN2CCC(Oc3cc(C(=O)NC4CC4)ccc3OC)CC2)cc1
[7] CCCCN(CCCNC(=O)c1ccc2nc(N3CCOCC3)sc2c1)Cc1ccccc1
[8] CN(CC(=O)NCCc1ccccc1)S(=O)(=O)c1ccc(Br)s1
[9] Cc1ccc(S(=O)(=O)N2CCN(C(=O)COC(=O)/C=C/c3ccc([N+](=O)[O-])cc3)CC2)c(C)c1
[10] Nc1nc2ccccc2n1CCOc1ccccc1Cl
screen / no.,1,2,3,4,5,6,7,8,9,10
SR-BI DiI-HDL act,15,1,12,10,0,-3,-14,2,5,2
C-LANA FP,0.6,3.8,-2.0,-0.2,0.7,0.7,-1.0,1.0,-0.1,0.3
Arr AP2 block,6,4,-7,3,-7,-7,-10,9,-13,-3
DAGLB inhibitor,2,-8,-9,-1,0,1,-1,-3,1,-2
NSD2 HMT inh,1,x,4,2,-3,4,0,-5,-1,-1
Keap1-Nrf2 PPI,-5,2,-7,-4,-1,-8,2,-1,-4,2
Cardiac RTF inh,0,-17,-11,-2,7,-7,1,3,8,-3
PKA-R2B activ,-10,-1,-10,-4,6,-9,-8,0,-6,6
SR-BI DiI inh,-15,-1,-12,-10,0,3,14,-2,-5,-2
PvdQ acylase,-3,-9,-9,-16,6,-7,-4,10,-10,-21

An excerpt from above in order of their number in Cardiac RTF inh, largest number first:
[8] CN(CC(=O)NCCc1ccccc1)S(=O)(=O)c1ccc(Br)s1
[4] Cc1nc2ccccc2c2oc(C(=O)NCc3ccccn3)cc12
[10] Nc1nc2ccccc2n1CCOc1ccccc1Cl
screen / no.,8,4,10
SR-BI DiI-HDL act,2,10,2
C-LANA FP,1.0,-0.2,0.3
Arr AP2 block,9,3,-3
DAGLB inhibitor,-3,-1,-2
NSD2 HMT inh,-5,2,-1
Keap1-Nrf2 PPI,-1,-4,2
Cardiac RTF inh,3,-2,-3
PKA-R2B activ,0,-4,6
SR-BI DiI inh,-2,-10,-2
PvdQ acylase,10,-16,-21

Returning to the listing with the two entries that preceded the break.
[9] Cc1ccc(S(=O)(=O)N2CCN(C(=O)COC(=O)/C=C/c3ccc([N+](=O)[O-])cc3)CC2)c(C)c1
[10] Nc1nc2ccccc2n1CCOc1ccccc1Cl
[11] Cn1ccnc1/C(=N\NC(=O)c1ccc(O)cc1)c1cccc([N+](=O)[O-])c1
[12] Cc1ccccc1OCC(=O)Nc1ccc(S(=O)(=O)Nc2onc(C)c2C)cc1
[13] N=c1c2c3c(sc2nc2n1CCCCC2)CCCCC3
[14] COC(=O)C1C(=O)C2=C(CC1C)NC(C)=C(C(=O)OC1CCCCC1)C2c1ccc(N(C)C)cc1 (configuration not stated)
[15] Cc1nn(C(C)C(=O)NCC2CCCO2)c(C)c1[N+](=O)[O-] (configuration not stated)
[16] CCn1c(SCC(N)=O)nc2ccccc2c1=O
[17] CCOC(=O)NC(=O)CSc1nc2ccc([N+](=O)[O-])cc2[nH]1
[18] CCCCOC(=S)NC(=O)c1sc2ccccc2c1Cl
[19] CC(C)Cn1c(CCC(=O)O)ccc1-c1cccs1
[20] CC/C(=N\Nc1ccccc1[N+](=O)[O-])c1ccc(O)cc1
screen / no.,9,10,11,12,13,14,15,16,17,18,19,20
SR-BI DiI-HDL act,5,2,-14,-3,17,52,x,-9,-5,31,13,1
C-LANA FP,-0.1,0.3,-2.4,-0.7,-1.1,-1.5,-0.3,0.2,-1.0,0.5,2.3,0.7
Arr AP2 block,-13,-3,5,-7,12,9,4,-2,41,1,-8,-6
DAGLB inhibitor,1,-2,0,1,-4,1,-3,0,-3,0,4,x
NSD2 HMT inh,-1,-1,2,-1,3,x,8,-2,0,0,2,3
Keap1-Nrf2 PPI,-4,2,-3,8,-4,-9,-5,-3,-3,6,-7,-3
Cardiac RTF inh,8,-3,-2,-19,-9,3,-5,5,-1,-4,-1,x
PKA-R2B activ,-6,6,-9,-3,3,5,-3,2,-5,-4,2,x
SR-BI DiI inh,-5,-2,14,3,-17,-52,x,9,5,-31,-13,-1
PvdQ acylase,-10,-21,-4,6,-14,-11,-12,-13,7,-2,-6,0

[21] N#CCS(=O)(=O)c1ccccc1
[22] Cc1ccc(C(=O)C(C(=O)/C=C/c2ccccc2)=C2SCCCS2)cc1
[23] CN1CCc2c(sc(NC(=O)c3ccco3)c2C(N)=O)C1
[24] COC(=O)c1c(NC(=O)c2cccc([N+](=O)[O-])c2)sc(C(N)=O)c1C
[25] O=C(CN1N=C(c2ccc(Cl)cc2)CCC1=O)NCc1cccnc1
[26] O=C(N/N=C/c1ccco1)c1cc(-c2ccccc2)nc2ccccc12
[27] O=C(O)COc1ccc(NC(=O)c2ccc3c(c2)C(=O)N(C2CCCCC2)C3=O)cc1
[28] COc1ccc(C2C3=C(CCCC3=O)Nc3nc(SCc4ccccc4)nn32)cc1OC (configuration not stated)
[29] CC(C)(C)NC(=O)C(=O)NCc1ccccn1
[30] C=C1SC(=Nc2c(C)cc(C)cc2C)N(C(=O)c2sc3ccccc3c2Cl)C12CCCCC2
screen / no.,21,22,23,24,25,26,27,28,29,30
SR-BI DiI-HDL act,24,-7,10,-55,23,-55,9,35,2,7
C-LANA FP,-1.0,0.5,-0.5,-2.0,0.0,0.1,1.4,-0.8,0.7,-1.4
Arr AP2 block,-7,4,27,0,9,32,7,-1,-3,-5
DAGLB inhibitor,-1,2,-1,1,1,-2,-1,2,-1,-4
NSD2 HMT inh,x,-2,x,-2,-1,-5,-2,-1,-1,0
Keap1-Nrf2 PPI,-2,1,2,-5,-3,-1,-2,6,3,-9
Cardiac RTF inh,0,-8,-8,7,-1,-6,-6,-8,-7,-3
PKA-R2B activ,-3,3,-10,3,-3,-15,-12,-1,0,-9
SR-BI DiI inh,-24,7,-10,55,-23,55,-9,-35,-2,-7
PvdQ acylase,-8,-5,3,-7,-10,6,-15,-6,-5,-15

[31] Cc1cc(SCC(=O)N/N=C/c2ccc(O)c(O)c2)c(C)cc1Br
[32] CC(=O)c1c(C(C)=O)c(C)n(C2CCCCC2)c1C
[33] O=C(c1ccc2c(=O)n(Cc3ccc4c(c3)OCO4)c(=O)[nH]c2c1)N1CCN(c2ccccc2)CC1
[34] CCC(C)(C(=O)NC1CCCCC1)N(C(=O)Cc1cccs1)c1ccccc1 (configuration not stated)
[35] CCOC(=O)c1[nH]c2ccc(F)cc2c1NC(=O)CCN1CCOCC1
[36] COC(=O)C1=CN(C)C=C(C(=O)OC)C1c1ccc(O)c(OC)c1
[37] O=c1[nH]cnc2c1C(c1ccc(Cl)cc1)c1c(nc[nH]c1=O)O2
[38] COc1ccc(S(=O)(=O)N2CCN(C(=O)c3cccnc3)CC2)cc1OC
[39] CN(C(=O)c1cccc(NC(=O)Cc2ccc(NC(=O)C3CCCN(C(=O)C4CCC4)C3)cc2)c1)C1CC1 (configuration not stated)
[40] COc1ccc(C2CC(c3cccs3)=NN2C(=O)CSc2nncn2C)cc1OC (configuration not stated)
[41] CCOC(=O)c1cc(C)nc(S(C)(=O)=O)c1C#N
[42] O=C1c2ccccc2NC(c2ccccc2)N1NS(=O)(=O)c1ccccc1 (configuration not stated)
[43] Cc1c(Cl)ccc2sc(NC(=O)c3ccco3)nc12
screen / no.,31,32,33,34,35,36,37,38,39,40,41,42,43
SR-BI DiI-HDL act,0,6,12,4,24,14,10,-16,-70,4,16,-2,-43
C-LANA FP,0.1,-0.8,1.4,1.7,1.0,-0.1,-0.6,0.4,3.4,-0.9,-1.2,-0.3,-4.3
Arr AP2 block,38,-9,-4,3,17,10,9,3,-17,10,1,28,5
DAGLB inhibitor,15,-1,-1,-5,-2,1,-7,-2,-1,0,-1,-2,-8
NSD2 HMT inh,29,1,1,0,-3,0,x,1,x,1,12,3,x
Keap1-Nrf2 PPI,4,-5,-4,-1,3,-4,2,-6,0,-2,1,0,-2
Cardiac RTF inh,8,-13,-1,-1,9,-5,-10,-3,-1,-2,-3,15,1
PKA-R2B activ,-9,2,-1,-7,0,2,-3,0,1,1,-7,-9,-12
SR-BI DiI inh,0,-6,-12,-4,-24,-14,-10,16,70,-4,-16,2,43
PvdQ acylase,2,-1,-13,14,4,-11,5,-8,2,2,-17,4,4

High-throughput results: PubChem, several laboratories
